TbREL1 primary: TbREL1 inhibition, primary screen; P86926; TbREL1 RNA ligation, FRET fluorescence; inhibition, % at 9.66 µM; hit rate 0.49% among 89,000; AID 1117264;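 active = inhibition above the mean inhibition across all screened compounds plus 3 SD, cut at about 11% in these data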;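 also: 0% = plate median of test wells and 100% = NSC42067 control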
Target sequence (P86926 whole entry, looked up): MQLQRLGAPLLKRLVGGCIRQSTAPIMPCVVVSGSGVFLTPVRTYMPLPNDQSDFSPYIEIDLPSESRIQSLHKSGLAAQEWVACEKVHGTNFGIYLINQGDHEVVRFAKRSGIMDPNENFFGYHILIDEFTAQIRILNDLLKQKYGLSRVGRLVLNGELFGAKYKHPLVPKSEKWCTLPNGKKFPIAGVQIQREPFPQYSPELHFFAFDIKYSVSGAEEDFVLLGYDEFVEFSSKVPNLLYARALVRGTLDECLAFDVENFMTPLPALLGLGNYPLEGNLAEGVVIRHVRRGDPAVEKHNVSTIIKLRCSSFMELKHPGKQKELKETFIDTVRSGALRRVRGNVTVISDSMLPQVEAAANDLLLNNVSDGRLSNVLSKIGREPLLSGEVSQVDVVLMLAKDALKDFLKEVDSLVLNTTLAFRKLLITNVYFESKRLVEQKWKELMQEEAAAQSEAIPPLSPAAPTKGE
* hit, by the source's call.

TbREL1 primary	SMILES
-1	COc1cc(CN2C(=O)C(C)ON=C2c2cccs2)cc(OC)c1 (configuration not stated)
-2	O=S1(=O)[C@H]2C[C@@H]3C=C[C@@]2(CN1Cc1ccccc1F)O3
5	CN(CC(=O)Nc1ccc2c(c1)OCCO2)S(=O)(=O)c1cccc2cccnc12
0	O=C(c1ccccc1OCc1ccc(Cl)cc1)N1CCN(c2ccccn2)CC1
-1	COC(=O)Cn1cnc2scc(-c3ccc(C)c(C)c3)c2c1=O
-1	CN1CCCN(S(=O)(=O)c2ccc3c(c2)n(C)c(=O)c(=O)n3C)CC1
0	Cc1ccccc1C(=O)/C=C1/SCC(=O)N1C
1	CC(C)[C@@H]1CC2=C(C(=O)OC(C)(C)O2)[C@H](CCc2ccccc2)O1
-2	CC1(c2ccccc2)NC(=O)N(CC(=O)Nc2ccc(Cl)c(S(=O)(=O)N3CCCCC3)c2)C1=O (configuration not stated)
3	CCC(=O)Nc1ccc(C(=O)COC(=O)Cc2ccsc2)cc1
6	COc1ccc(Oc2c(Cl)cnn(-c3cc(C)cc(C)c3)c2=O)cc1
3	CC(C)(C)c1ccccc1OCCOCCN1CCCCCC1

The listing continues.
TbREL1 primary	SMILES
2	Nc1cc(C(F)(F)F)cc([N+](=O)[O-])c1N
-2	COc1cc(C(=O)NCC(=O)OCc2ccccc2Cl)cc(OC)c1OC
2	OCCN(CCO)CC(O)COc1ccc(Br)cc1 (configuration not stated)
1	CCN(CC)C(=O)Oc1ccccc1NC(C)=O
1	CCOc1ccc(CN2CCCC(CO)(Cc3ccccc3F)C2)cc1 (configuration not stated)
1	Cc1cc(C)cc(S(=O)(=O)Cc2noc(C(=O)NCc3ccccc3)c2C(=O)NCc2ccccc2)c1
-1	COc1ccc(C(=O)C2CCCN(C(=O)c3noc4c3CCCC4)C2)c(C)c1 (configuration not stated)
1	Cc1ccc(S(=O)(=O)Cn2cnnn2)cc1
0	CCN(CC)P(=O)(Nc1ccccc1Br)c1ccc(N(C)C)cc1NC(=O)c1ccco1 (configuration not stated)
6	CN1C(=O)NC(NC(=O)C2CCCCC2)(C(F)(F)F)C1=O (configuration not stated)
-1	COCCN(C(=O)CC1C(=O)NCCN1Cc1ccc(-c2ccccc2)cc1)C(C)C (configuration not stated)
-1	CCN(c1ccccc1)S(=O)(=O)c1ccc(Cl)c(NC(=O)CSc2nncs2)c1

Next records
TbREL1 primary	SMILES
0	O=C(c1ccoc1)N1CCC2(CC1)Oc1ccc(Cl)cc1C(=O)C21CC(c2ccccc2)=NO1 (configuration not stated)
-2	O=C(Nc1ccc(N2CCCCC2)c(Cl)c1)c1ccc(N2CCOCC2)c([N+](=O)[O-])c1
1	O=C(Cc1ccccc1)NNC(=O)C1CCCC1
2	CC(C)N1CCc2c(sc(NC(=O)C(F)(F)F)c2-c2nc3ccccc3s2)C1
2	Cc1cc(Cl)ccc1NC(=O)CN1CCC(C(O)(c2ccccc2)c2ccccc2)CC1
-1	CCCCC(=O)Nc1ccc(C(=O)N2CCC(C(=O)OCC)CC2)cc1
7	CCC(=O)Nc1cccc(NC(C)=O)c1
-3	Cc1ccc(S(=O)(=O)N2[C@@H](c3ccc(C#N)cc3)C(C(=O)O)=C[C@H]2CC2CCCC2)cc1
3	O=C(NC(=S)N1CCOCC1)c1ccccc1Cl
-5	O=C(Cc1ccccc1F)Nc1nc(-c2cccnc2)cs1
10	CCCCNC(=O)C[C@H]1C(=O)N(Cc2ccc(OC)cc2)C2=CCCC[C@@]21C(=O)OCC
0	COCCNC(=O)C(c1cccs1)N(CCc1ccccc1)C(=O)Cn1nnc2ccccc21 (configuration not stated)

(cont.)
TbREL1 primary	SMILES
1	CN(C)/C=C/C(=O)c1cccc(Oc2ncccn2)c1
3	CCC(c1nnnn1-c1ccc2c(c1)OCCO2)N1CCN(C)CC1 (configuration not stated)
-6	COc1ccc(-n2c(SCc3ccc(C#N)cc3)nnc2-c2ccccn2)cc1
4	O=C(NCc1ccccn1)C1COc2ccccc2O1 (configuration not stated)
3	CCN(CC)C(=O)c1ccc(C(=O)Nc2ccc(F)cc2)cc1
-2	COc1cccc(NC(=O)c2c(C)nn(-c3ccccc3)c2Cl)c1
1	COc1ccc2[nH]c(C(=O)NCCc3ccccc3)cc2c1
0	COc1cccc2c1OCC(CN1CCN(Cc3ccccc3F)C(CCO)C1)=C2 (configuration not stated)
4	O=C(NCCN1CCOCC1)c1c(O)nc2sccn2c1=O
4	O=C(CN1CCN(S(=O)(=O)c2ccc(F)c(F)c2)CC1)Nc1ccccc1C(=O)NC1CC1
-2	O=C(c1cc(Cl)ccc1F)N1CCCC(c2nc(-c3cccs3)no2)C1 (configuration not stated)
0	CC1Cc2ccccc2N1Cc1cc(=O)n2ccsc2n1 (configuration not stated)

Random excerpt: five entries already listed.
TbREL1 primary	SMILES
1	COc1ccc2[nH]c(C(=O)NCCc3ccccc3)cc2c1
4	O=C(NCc1ccccn1)C1COc2ccccc2O1 (configuration not stated)
4	O=C(NCCN1CCOCC1)c1c(O)nc2sccn2c1=O
3	CCN(CC)C(=O)c1ccc(C(=O)Nc2ccc(F)cc2)cc1
-2	O=C(c1cc(Cl)ccc1F)N1CCCC(c2nc(-c3cccs3)no2)C1 (configuration not stated)

The list continues:
TbREL1 primary	SMILES
-4	CC1CCN(S(=O)(=O)c2ccc(N/N=C(/C#N)C(N)=O)cc2)CC1
-1	COc1ccc(C(C(=O)NC(C)(C)C)N(Cc2cccs2)C(=O)CCC(=O)Nc2cc(C)on2)cc1 (configuration not stated)
-1	CC(=O)c1cccc(NC(=S)NC(=O)CC(C)C)c1
-3	COc1cccc(NC(=O)CSc2nnc(CN3CCOCC3)n2C)c1
6	CCC(CC)NC(=O)COC(=O)c1ccc(OCC(=O)Nc2ccccc2OC)c(OC)c1
-2	Cc1cc2ccccc2nc1-c1ccccc1F
-2	O=C(NC(=O)c1ccccc1)OCC1CCCN2CCCCC12 (configuration not stated)
1	CN(C)CC1(c2ccccc2)CCCC1
9	O=[N+]([O-])c1cc(C(F)(F)F)cc([N+](=O)[O-])c1NCCCNc1ccc([N+](=O)[O-])c2cccnc12
3	S=C(Nc1ccc(Cl)c(Cl)c1)NN1CCOCC1
0	COc1ccc(CCNC(=O)C(=O)N2CCCCC2)cc1OC
7	Fc1ccc(-c2cc(C(F)(F)F)nc(NCc3cccs3)n2)cc1

Quoted from above (7 entries):
TbREL1 primary	SMILES
3	O=C(NC(=S)N1CCOCC1)c1ccccc1Cl
-5	O=C(Cc1ccccc1F)Nc1nc(-c2cccnc2)cs1
10	CCCCNC(=O)C[C@H]1C(=O)N(Cc2ccc(OC)cc2)C2=CCCC[C@@]21C(=O)OCC
0	COCCNC(=O)C(c1cccs1)N(CCc1ccccc1)C(=O)Cn1nnc2ccccc21 (configuration not stated)
1	CN(C)/C=C/C(=O)c1cccc(Oc2ncccn2)c1
3	CCC(c1nnnn1-c1ccc2c(c1)OCCO2)N1CCN(C)CC1 (configuration not stated)
-6	COc1ccc(-n2c(SCc3ccc(C#N)cc3)nnc2-c2ccccn2)cc1

Next compounds follow:
TbREL1 primary	SMILES
0	COc1cccc(CNC(=O)c2ccccc2N)c1
2	CCN(Cc1ccncc1)C(=O)c1ccccc1NS(=O)(=O)c1ccc(F)cc1
0	Cc1cc(C)n(CC(=O)N2CCc3ccccc32)c(=O)c1C#N
2	CCc1ccc(NC(=S)N(Cc2cccc(Br)c2)CC2CCC(C(=O)O)CC2)cc1 (configuration not stated)
3	CCOc1ccccc1NC(=O)C(OC(=O)c1ccccc1O)c1ccccc1 (configuration not stated)
-2	CCOP(=O)(NC12CC3CC(CC(C3)C1)C2)NC12CC3CC(CC(C3)C1)C2
-1	O=C(CCC(=O)c1ccc(F)cc1)NN1C(=O)NC2(CCCCC2)C1=O
6	Cc1cccc(S(=O)(=O)Nc2ccc(S(=O)(=O)Nc3nccs3)cc2)c1
-2	Cc1nnc(SCC(=O)NC(C)(C)C)n1NCc1c(F)cccc1Cl
-1	CCOC(=O)C[C@H]1c2ccc(C(F)(F)F)cc2S(=O)(=O)N1C(C)(C)C
9	COc1ccc(C2c3ccc4ccccc4c3Oc3ncn(CCCN(C)C)c(=N)c32)cc1 (configuration not stated)
0	COc1ccc(CC(=O)NCc2ccc3c(c2)OCO3)cc1

(more compounds)
TbREL1 primary	SMILES
0	COc1ccc(/C=C/C(=O)OC(C)C(=O)c2ccccc2)cc1OC (configuration not stated)
-3	COc1ccccc1N1CCN(C2CCN(S(=O)(=O)c3ccc(NC(C)=O)cc3)CC2)CC1
-2	COCc1nnc(NC(=O)CCS(=O)(=O)c2ccccc2)s1
3	Cc1cc(=O)oc2cc(OC(=O)c3cncc(Br)c3)ccc12
2	Cn1ncc([N+](=O)[O-])c1C(=O)N1CCCCCC1
0	O=C(CN1C(=O)CCC1=O)Nc1cccc2c1C(=O)NC2=O
0	c1ccc(Nc2nc(-c3cccnc3)cs2)nc1
1	Cc1ccc(NC(=O)CSc2n[nH]c(-c3ccncc3)n2)c(C)c1
1	CCN1CCN(C(=O)CCNC(=O)Cn2ccc3ccccc3c2=O)CC1
0	CCOc1ccc2c(c1)[nH]c(=S)n2C
7	Cc1cccc(NC(=O)CCCN2C(=O)c3cccc4cccc(c34)C2=O)c1
-1	CCCCN(C(=O)c1ccc(C#N)cc1)c1c(N)n(CCC)c(=O)[nH]c1=O

(further entries)
TbREL1 primary	SMILES
-1	COc1ccc(NC(=O)c2cnn3c(C(F)(F)F)cc(-c4ccco4)nc23)cc1OC
-1	Cc1cnc2c(C(=O)O)cnn2c1
4	CC(C)CCN(C(=O)c1cc(=O)[nH]c2ccccc12)c1c(N)n(Cc2ccccc2)c(=O)[nH]c1=O
-1	Cc1ccccc1Cn1nc(C)c(NC(=O)C2(C)CC2(Cl)Cl)c1C (configuration not stated)
3	Cc1ccc(C(=O)N2C(=O)C(c3ccccc3)Oc3ccccc32)cc1 (configuration not stated)
-3	CCOC(=O)c1c[nH]c2c(C)ccc(Cl)c2c1=O
7	C[C@H](NC(=O)c1nc[nH]c1C(=O)N[C@@H](CCCCN)C(=O)OC(C)(C)C)C(=O)OCc1ccccc1
-1	COc1ccccc1S(=O)(=O)CC(O)COc1ccc(F)cc1Cl (configuration not stated)
3	CCCC(=O)Nc1nc(-c2ccc(Cl)s2)cs1
0	O=C(/C=C/c1ccc(Cl)cc1)N1CCN(c2ccc([N+](=O)[O-])c(N3CCOCC3)c2)CC1
3	COc1ccc(C2=NN(C(=O)CN3CCCCC3)C(c3ccc(OC)cc3)C2)cc1 (configuration not stated)
4	COc1ccc(-c2cc(C(=O)N3CCCC3)no2)cc1OC

Next records.
TbREL1 primary	SMILES
6	O=C1/C(=C\c2ccc(-c3ccccc3[N+](=O)[O-])o2)C(c2ccccc2)=NN1c1ccccc1
0	CCCCN1C[C@H](C)[C@@H](CC(=O)NCc2ccccc2)C1=O
-1	Cc1ccc(S(=O)(=O)N2O[C@@H](c3ccccc3)C[C@H]2CON2C(C)(C)CCCC2(C)C)cc1
0	CCOC(=O)C(=O)C1=CN(Cc2ccccc2)C=C(C#N)C1
-2	CCN(c1cccc(C)c1)c1ncnc2nc[nH]c12
-1	CC1=N/C(=C/c2cccnc2)C(=O)O1
5	Cc1nc2ccccn2c1C(=O)NCc1ccc2c(c1)OCO2
2	O=C1CC(c2ccccc2)C(C(=O)Nc2ccccc2F)N1 (configuration not stated)
2	O=C(C1CCN(C2CC(=O)N(c3ccc(F)cc3)C2=O)CC1)N1CCOCC1 (configuration not stated)
-3	O=C(NCCc1c[nH]c2ccccc12)/C(=C/c1cccnc1)NC(=O)c1ccco1
2	COc1cc(-c2nnn(CC(=O)NC3CCS(=O)(=O)C3)n2)ccc1OCc1ccccc1 (configuration not stated)
-2	CCC[C@H]1[C@@H](OC(=O)Oc2ccc([N+](=O)[O-])cc2)CC[C@@]23CCCN2C(=O)CCC[C@@H]13

In the list so far, four have bromine.
TbREL1 primary	SMILES
2	OCCN(CCO)CC(O)COc1ccc(Br)cc1 (configuration not stated)
0	CCN(CC)P(=O)(Nc1ccccc1Br)c1ccc(N(C)C)cc1NC(=O)c1ccco1 (configuration not stated)
2	CCc1ccc(NC(=S)N(Cc2cccc(Br)c2)CC2CCC(C(=O)O)CC2)cc1 (configuration not stated)
3	Cc1cc(=O)oc2cc(OC(=O)c3cncc(Br)c3)ccc12

(further entries)
TbREL1 primary	SMILES
0	Cc1ccc(CNC(=O)COc2ccc(C(=O)c3ccc(F)cc3)cc2)cc1
-1	COc1ccc(OC)c(NS(=O)(=O)c2cc(OC)ccc2OC)c1
5	COCCN=C1N[C@@H](c2ccc(Br)cc2)C(C(=O)OC)=C(C)N1Cc1ccccc1
0	O=C(O)c1ccc(-n2cccc2)cc1O
1	Cc1ccnc(NC(=O)C2CCN(S(=O)(=O)c3ccc(C)c(C)c3)CC2)c1
-3	COC(=O)c1ccc2c(=O)n(CCCCCC(=O)NCc3ccccc3)c(=O)[nH]c2c1
1	Cc1cccc(NC(=O)c2nc[nH]c2C(=O)N[C@@H](C)C(=O)OCc2ccccc2)c1
-2	COc1ccc(C(=O)NCc2ccccc2)cc1S(=O)(=O)N1CCCc2ccccc21
0	CCN(CC(=O)Nc1ccccc1C(F)(F)F)C(=O)CCc1c(C)[nH]c(=O)c(C#N)c1C
-3	CC(=O)c1ccc(NC(=O)C2CCCN2S(=O)(=O)c2ccc(C)cc2)cc1 (configuration not stated)
4	Cc1ccc(NC(=O)Nc2cccc3ccccc23)cc1
6	CCN1C(=NCCOC)N[C@@H](c2cccc(C(F)(F)F)c2)C(C(=O)OC)=C1C

The list goes on.
TbREL1 primary	SMILES
-1	COc1cc([N+](=O)[O-])ccc1NC(=O)CCCOc1ccccc1
-1	CCn1c(C)cc(C(=O)CSc2nnc(-c3ccco3)o2)c1C
-2	O=C1NC(=Nc2ccccc2)S/C1=C\c1cccn1-c1ccccc1
0	O=S(=O)(CCN1CCSCC1)c1ccccc1

These rows are one share of the data (hit frequency here may not be typical).
